Polio RdRp inh – poliovirus RdRp elongation inhibitors, primary screen, biochemical, fluorescence polarization, total intensity; Genome polyprotein (Poliovirus type 1 (strain Mahoney)), P03300; poliovirus polymerase elongation; active compounds read low; % elongation, % (compound at 16.7 µg/mL); hit rate 0.66% among 150,000; in the data active = % elongation below about 90%; also: some results filed as inactive read as strong as hits
Target sequence (P03300 1749-2209 limits assumed): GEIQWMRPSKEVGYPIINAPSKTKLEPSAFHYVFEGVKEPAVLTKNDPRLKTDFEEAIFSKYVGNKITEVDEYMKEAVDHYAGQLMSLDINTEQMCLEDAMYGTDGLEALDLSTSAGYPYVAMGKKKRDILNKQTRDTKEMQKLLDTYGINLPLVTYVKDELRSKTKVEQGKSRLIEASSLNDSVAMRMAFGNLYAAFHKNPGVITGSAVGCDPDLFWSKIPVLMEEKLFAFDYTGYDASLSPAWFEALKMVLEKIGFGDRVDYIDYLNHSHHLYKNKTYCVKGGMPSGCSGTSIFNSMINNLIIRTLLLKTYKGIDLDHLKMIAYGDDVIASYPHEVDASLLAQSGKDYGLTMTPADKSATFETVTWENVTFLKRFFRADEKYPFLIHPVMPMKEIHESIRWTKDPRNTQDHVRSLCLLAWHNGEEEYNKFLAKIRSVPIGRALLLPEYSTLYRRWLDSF
Polio RdRp inh FP z-score – second read-out of Polio RdRp inh, no call of its own (marks repeat the call); z-score; measured here: FP z-score; hits read low
An asterisk follows results filed as active.

Preview:
SMILES	Polio RdRp inh	Polio RdRp inh FP z-score
CC(C)(C)C(=O)NCC(=O)NC1=NCCS1	99	-0.1
CC(NC(=O)C1CCCN(S(=O)(=O)c2ccc3c(c2)CC(C)N3C(=O)C2CC2)C1)c1ccccc1 (stereo not drawn)	105	1.4

The list itself, from the first entry:
SMILES	Polio RdRp inh	Polio RdRp inh FP z-score
CC(C)(C)C(=O)NCC(=O)NC1=NCCS1	99	-0.1
CC(NC(=O)C1CCCN(S(=O)(=O)c2ccc3c(c2)CC(C)N3C(=O)C2CC2)C1)c1ccccc1 (stereo not drawn)	105	1.4
c1ccc2[nH]c(CSCCC3CCCCC3)nc2c1	107	2.2
O=C(CSc1nc2c(c(=O)n1-c1ccccc1)SCC2)N1CCCc2ccccc21	101	0.1
CCOC(=O)N1CCc2c(sc3c2c(=O)n(-c2ccc(CC)cc2)c(=O)n3Cc2cccc(Cl)c2)C1	104	-0.2
CC(C)N(Cc1ccc(N(C)C)cc1)S(=O)(=O)c1cccc(C(F)(F)F)c1	109	0.5
CC(C)(C)OC(=O)N1CCC(c2c(C(=O)N3CCCCC3)cnn2-c2ccc(Cl)cc2)CC1	105	-0.3
O=C(Nc1nnc(S(=O)(=O)N2CCOCC2)s1)c1ccc(F)cc1	105	-0.8
CC1=NNC(=O)C1CC(=O)N/N=C/c1ccncc1 (stereo not drawn)	100	-0.6
CC(C)Sc1nnc(OC(=O)N(C)C)n1-c1cccc(C(F)(F)F)c1	102	-0.4
Cc1[nH]c2ccccc2c1/C=N/n1cnc2sc3c(c2c1=O)CCCC3	98	-0.4
O=C(NC1CCCCC1)/C(=C\c1ccco1)NC(=O)c1ccccc1	101	0
COC(=O)c1cccc(OC(N)=O)c1	103	0.6
COc1ccc(-c2nc(SCc3cc(=O)c4cc(C)ccc4[nH]3)n[nH]2)cc1	100	-1.3
CCC1CCCCN1C(=O)CCn1ccnc1 (stereo not drawn)	104	0.2
Cc1ccc2c(c1)N(C(=O)CCC(=O)NCc1ccco1)CCO2	102	0.5
CCc1nc(=O)c(-c2ccccc2)c(C)n1-c1ccccc1	104	0.4
CC1CCCCN1C(=O)CSc1nc2cc3c(cc2c(=O)n1Cc1ccc2c(c1)OCO2)OCO3 (stereo not drawn)	99	-0.9
Cc1[nH]n(-c2nc3ccccc3s2)c(=O)c1C1OC(=O)c2ccccc21 (stereo not drawn)	93	-1.7
Cc1ccc(-c2cc(C(=O)Nc3ccc(SC(F)F)cc3)no2)cc1F	105	-0.3
N#CC1=C(SCC(N)=O)NC(=O)CC1c1ccccc1 (stereo not drawn)	102	0
COc1ccc(OCc2nc(-c3ccc(-n4cccc4)cc3)no2)cc1	102	-0.1
CC(C)(C)N1CC(O)C1	103	0.3
CN1C(=O)c2ccc(C(=O)NC3CCCCC3)cc2C1=O	102	0.7
O=c1cc(Nc2ccc(N3CCCCC3)cc2)[nH]c(=O)[nH]1	101	-0.1

The list goes on:
SMILES	Polio RdRp inh	Polio RdRp inh FP z-score
O=C(Cn1nnc(-c2ccccc2)n1)OCC(=O)c1ccccc1	101	0
CCCCNC(=O)CCc1c(C)nc2c(c(C)nn2-c2ccccc2)c1C	103	-0.7
O=C(O)c1ccccc1Nc1ccnc(N2CCCCC2)n1	99	0
COc1ccc(CCNc2nc3ccc(Cl)cc3n3cnnc23)cc1OC	106	-0.5
O=C1C=C(c2ccccc2)C(=O)c2ccccc21	102	0.5
Cc1ccc(S(=O)(=O)NC(=O)NC2CCCc3ccccc32)cc1 (stereo not drawn)	106	0.3
Cc1ccc2c(=O)cc(C(=O)Nc3nc4ccc(Cl)cc4s3)oc2c1C	107	0
Cc1ccc(NC(=O)c2cnc(N3CCCCC3)c3ccccc23)c(C)c1	106	-0.3
CC1CCN(c2nn3c(N)c(/C=C4\C=Nc5ccccc54)c(=O)nc3s2)CC1	100	-0.8
COc1ccc(N2CCN(C(=O)c3cc4c(=O)n(Cc5cccs5)ccc4nc3C)CC2)cc1	115	1.7
CC1(C)Cc2nc3sc4c(=O)n(CC(=O)NCc5ccco5)cnc4c3cc2CO1	103	0.5
CC(=O)N(C)c1ccc(NC(=O)c2sc3ccccc3c2Cl)cc1	102	0.2
CCOC(=O)c1cccc(N(C(=O)Cn2nnc3ccccc32)C(C(=O)NCC2CCCO2)c2nc3ccccc3n2C)c1 (stereo not drawn)	102	0.1
CC(C)NC(=O)CCCc1nc(-c2ccccc2)no1	103	-0.1
CCCc1cc(=O)[nH]c(/N=C(\N)Nc2cccc(C(F)(F)F)c2)n1	100	-0.3
COc1ccc(CC(=O)NCCS(=O)(=O)N2CCN(c3ccc(F)cc3)CC2)cc1OC	112	1.2
CN(C)CCNc1nc(S(=O)(=O)c2ccccc2)c(Cl)s1	104	0
CCOc1ccc(CCNCc2c(C(=O)O)c(C)n(Cc3ccccc3F)c2C)cc1	108	-0.1
Cc1oc(-c2ccccc2)nc1CS(=O)CC(=O)O (stereo not drawn)	99	-0.6
COc1ccccc1Nc1nn2c(=O)c3ccc(C(=O)NC(C)c4ccccc4)cc3nc2s1 (stereo not drawn)	108	0.1
Cc1ccc2nc(Nc3cccc(C(F)(F)F)c3)c3nnnn3c2c1	109	0.2
CC(=O)N1c2ccccc2CC1C(=O)N1CCN(c2cccc(Cl)c2)CC1 (stereo not drawn)	110	0.9
Cc1cc(Cl)ccc1NS(=O)(=O)c1ccc2c(c1)CC(C)N2C(=O)C1CCC1 (stereo not drawn)	101	-1.1
NC(=O)Cn1c(=O)c2ccccc2n(CC(N)=O)c1=O	102	-0.3
O=C(N/N=C/c1c(Cl)nc2ccccn12)c1ccncc1	97	-0.6

Retrieved one by one from the list above:
SMILES	Polio RdRp inh	Polio RdRp inh FP z-score
Cc1cc(Cl)ccc1NS(=O)(=O)c1ccc2c(c1)CC(C)N2C(=O)C1CCC1 (stereo not drawn)	101	-1.1
Cc1oc(-c2ccccc2)nc1CS(=O)CC(=O)O (stereo not drawn)	99	-0.6

(more compounds)
SMILES	Polio RdRp inh	Polio RdRp inh FP z-score
COc1ccc(OCCN2CCN(S(=O)(=O)c3ccc(Cl)s3)CC2)cc1	108	0.5
CCOC(=O)c1cnc2ccc(OCC)cc2c1NCCc1ccc(OC)c(OC)c1	107	0.7
O=C(CCN1C(=O)c2ccccc2Sc2ncccc21)Nc1ccc(F)cc1	103	-0.8
CC(=O)Nc1ccc(C(=O)OC2CCCCC2)cc1	100	-0.1
O=C(COc1cccc2cccnc12)c1ccccc1	121	2.1
NC(=O)C1CCN(C(c2ccccc2)c2sc3ncnn3c2O)CC1 (stereo not drawn)	105	0.7
CSc1nnc(C)n1Cc1ccccc1	107	0.6
O=c1c2ccccc2n(Cc2c(F)cccc2Cl)c(=O)n1CCc1ccccc1	109	1
O=C1CC(SCCc2nc3ccccc3[nH]2)C(=O)N1c1ccc(F)cc1 (stereo not drawn)	100	-0.1
COc1ccc(CCN2C(=S)N(c3cccc(C(F)(F)F)c3)C(=O)C2CC(N)=O)cc1OC (stereo not drawn)	101	-0.2
CCN1CCN(C(=O)c2cc(-c3ccccc3O)no2)CC1	102	0.3
COc1cc(C(=O)OCc2nnc(-c3ccc(Cl)cc3)o2)cc(CN2C(=O)c3ccccc3C2=O)c1OC	103	0
COC(=O)Cn1c(=O)c(C)nc2ccccc21	99	-1.1
Cc1ccc(NC(=O)C2CCCN2S(=O)(=O)c2ccc3c(c2)n(C)c(=O)c(=O)n3C)cc1 (stereo not drawn)	101	-1.2
CNC(=S)Nc1cccc(C(F)(F)F)c1	95	-2.5
S=C1NC(=S)NC(c2ccc3c(c2)OCO3)N1	100	-0.5
Cc1c(Cl)cccc1NC(=O)c1ccc(NC(=O)N2CCSc3ncccc32)cc1	113	1.3
COc1cccc(N2CCN(Cc3ccsc3)CC2)c1	101	0.1
CCOC(=O)c1c(C)oc2ccc(OCC(=O)C(C)(C)C)cc12	102	0.1
CN(Cc1ccccc1)C(=O)COc1ccccc1	95	-0.8
COc1ccc(C(=O)COC(=O)/C=C/c2cccc(C(F)(F)F)c2)cc1	104	1
CCN(CC)S(=O)(=O)c1ccc2oc(C(=O)Nc3cc(C)ccc3OC)c(C)c2c1	108	-0.2
COc1ccc(-n2ncc(C(=O)NCCCN3CCCCC3)c2C2CCN(C(=O)OC(C)(C)C)CC2)cc1	104	-0.3
N#Cc1c(SCC(N)=O)nsc1SCC(N)=O	99	-0.4
CN(C(=O)Cn1nnc2ccccc2c1=O)C1CCCc2ccccc21 (stereo not drawn)	111	0.4

Other structures
SMILES	Polio RdRp inh	Polio RdRp inh FP z-score
CCC(=O)NCc1nc2ccccc2n1Cc1ccccc1	110	0.5
CCN(CC)c1nn2c(=O)c(C(=O)NCCc3ccc(C)cc3)cnc2s1	104	-0.1
O=C(CSC1=NCCS1)N1CCCCCC1	99	-0.4
COc1ccc(NC(=O)C2CCN(C(=O)N3CCOc4ccccc43)CC2)cc1	109	0.3
COc1cccc(C(=O)COC(=O)c2cncc(Br)c2)c1	100	-0.4
Cc1ccc(-n2nc(CO)c(C(=O)NCc3ccccn3)n2)cc1C	108	0.2
CCOC(=O)c1ccccc1NC(=O)N1CCc2c(sc(C)c2CC)C1c1ccccc1 (stereo not drawn)	108	0.4
CCC1C(=O)N=C(SCC(=O)Nc2cccc3ccccc23)NC1=O (stereo not drawn)	98	-1.2
COC(=O)c1ccc(CSc2nc3c([nH]c4ccccc43)c(=O)n2-c2ccc(F)cc2)o1	106	-0.3
O=C(NC1=NCCS1)C1c2ccccc2Oc2ccccc21	107	0.6
O=C(NCc1ccc(Cl)cc1)c1ccc2c(c1)NC(=O)C(CS(=O)(=O)Cc1ccc(F)cc1Cl)N2 (stereo not drawn)	144	5.1
CC(=O)Nc1ccc(SCc2csc(C)n2)cc1	122	2.6
O=C(CSc1n[nH]c(=O)[nH]c1=O)Nc1ccccc1C(=O)c1ccccc1	106	0.3
CCCOc1ccc(C(=O)N(Cc2cccs2)C2CCS(=O)(=O)C2)cc1 (stereo not drawn)	104	-0.2
COc1ccccc1CNC(=O)c1ccc2c(c1)N(Cc1c(F)cccc1Cl)C(=O)CS2	103	-0.6
Cc1cc(C)nc(/N=C2\NC(=O)CC3C(=O)NCCN23)n1 (stereo not drawn)	102	0
COc1ccc2[nH]cc(CCNC(=O)C3CC3)c2c1	103	0.2
Cc1cnc(CC#N)s1	105	0.1
COc1ccc(NC(=O)CSC(=O)c2ccccc2)cc1Cl	99	-1.4
CCOC(=O)C1CCCN(C(=O)c2cncc(Br)c2)C1 (stereo not drawn)	101	-0.1
O=C(c1ccccc1)N1CCN(CCc2ccccn2)CC1	105	-0.1
Cc1ccc(C)c(CSc2ncccc2C(=O)O)c1	98	-0.8
CCC1(C)CC(=O)c2c(ccc3oc(C(=O)Nc4ccc(C(C)=O)cc4)c(C)c23)O1 (stereo not drawn)	111	0.8
CN(Cc1ccccc1)C(=O)c1cc(-c2cccc(Cl)c2)on1	103	-0.1
C=C(C)C1Cc2cc3ccc(=O)oc3cc2O1 (stereo not drawn)	104	-0.1

A second format for part of the listing above.
Structure: O=C(NC1=NCCS1)C1c2ccccc2Oc2ccccc21
  Polio RdRp inh: 107
  Polio RdRp inh FP z-score: 0.6
Structure: O=C(NCc1ccc(Cl)cc1)c1ccc2c(c1)NC(=O)C(CS(=O)(=O)Cc1ccc(F)cc1Cl)N2 (stereo not drawn)
  Polio RdRp inh: 144
  Polio RdRp inh FP z-score: 5.1
Structure: CC(=O)Nc1ccc(SCc2csc(C)n2)cc1
  Polio RdRp inh: 122
  Polio RdRp inh FP z-score: 2.6
Structure: O=C(CSc1n[nH]c(=O)[nH]c1=O)Nc1ccccc1C(=O)c1ccccc1
  Polio RdRp inh: 106
  Polio RdRp inh FP z-score: 0.3

Rewritten field by field: two of the compounds above
compound: CCC(=O)NCc1nc2ccccc2n1Cc1ccccc1
  Polio RdRp inh: 110
  Polio RdRp inh FP z-score: 0.5
compound: COc1ccc(NC(=O)C2CCN(C(=O)N3CCOc4ccccc43)CC2)cc1
  Polio RdRp inh: 109
  Polio RdRp inh FP z-score: 0.3

Continuation:
SMILES	Polio RdRp inh	Polio RdRp inh FP z-score
COC(=O)c1ccc(COC(=O)C2CSC3(c4ccc(Br)cc4)CCC(=O)N23)o1 (stereo not drawn)	101	0
CN1CCN(C(CNC(=O)c2c(F)cccc2F)c2ccc3c(c2)OCO3)CC1 (stereo not drawn)	106	-0.3
O=CNCc1ccccc1OC(F)F	98	-0.2
N#Cc1ccc(COC(=O)C2CCCCC2)cc1	105	0.7
O=C(Nc1ncnc2sc3c(c12)CCC3)c1cccs1	104	0
Cc1c(Cl)cccc1N=C1SCC(=O)N1Cc1ccco1	105	1
CC1=CC(=C(C#N)C#N)C=C(C)N1Cc1cccnc1	103	0.2
COc1cccc(CC(=O)Nc2c(C(=O)N3CCN(c4ccccc4F)CC3)oc3ccccc23)c1	110	0.5
O=C(c1cc2c(s1)CCC2)N1C(=O)c2ccccc2S1(=O)=O	104	0
Cc1ccc(-c2onc3ccc(C4(C)OCCO4)cc23)cc1	102	0
Cc1nn(-c2cccc(Cl)c2)nc1C(=O)N(C)CC(=O)NCc1ccco1	101	-0.2
CN(CC(=O)Nc1ccc(F)cc1)C(=O)c1ccc2ccccc2n1	106	0.3
Cc1ccc2oc(-c3cc(NC(=O)c4ccco4)ccc3Cl)nc2c1	112	0.8
O=S(=O)(Nc1nonc1NS(=O)(=O)c1ccc(F)cc1)c1ccc(F)cc1	89	-1.1
Cc1c(C#N)c(N)nc(SCC(=O)c2cc3ccccc3oc2=O)c1C#N	99	-0.4
CCOc1ccc2c(C)c(Cl)c(=O)oc2c1C	101	0.2
Cc1cc(C)nc(NCC(O)CNc2ccccc2C)n1 (stereo not drawn)	101	-0.2

This is a subset; the hit share may differ from the screen's.
